Shiga toxin inh = Shiga toxin inhibition; AID 2315; inhibition, % at 38.7 µM; 290,000 compounds, 9.2% hits; Vero cells, Shiga toxin protein synthesis inhibition reporter; in the data active means inhibition mostly above about 28%, no sharp cut-off; inactive means mostly below about 43%; further: 0% is about no effect
AmpC inh no detg = blocks E. coli AmpC beta-lactamase in detergent-free assay; AmpC nitrocefin hydrolysis, absorbance 480 nm, 0.0001% Triton; Potency, µM (series often up to 57.1 µM), for inactives: at the top dose activity change, negative = inhibition, actives largely listed as inhibitors; 330,000 compounds, 0.52% hits;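 further: potency means the concentration at half of the fitted maximal effect; plate controls were no compound for no effect and no enzyme for full effect; nearly all actives have a fitted effect of over 20% in size; some results filed as inactive show a strong effect at the top dose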
Target sequence (P00811 whole entry, looked up): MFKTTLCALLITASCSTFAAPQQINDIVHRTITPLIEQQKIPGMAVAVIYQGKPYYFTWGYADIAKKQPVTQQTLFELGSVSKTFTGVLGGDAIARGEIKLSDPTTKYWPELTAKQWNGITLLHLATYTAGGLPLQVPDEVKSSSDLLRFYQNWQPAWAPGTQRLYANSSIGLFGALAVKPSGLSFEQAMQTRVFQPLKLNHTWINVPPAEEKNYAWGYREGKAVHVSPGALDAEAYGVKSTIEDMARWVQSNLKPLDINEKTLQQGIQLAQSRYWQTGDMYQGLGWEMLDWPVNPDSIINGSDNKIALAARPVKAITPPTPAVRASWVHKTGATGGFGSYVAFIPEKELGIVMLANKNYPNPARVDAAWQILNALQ
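20 mM phosphate pH 7.0 + 0.01% (detergent screen) or 0.0001% Triton X-100; 5.3 nM AmpC reagent; cpd preinc 15 min RT; nitrocefin (800 uM stock) to start; A480 q20 s × 4 min; Activity was normalised to no-enzyme and no-compound control wells.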
FBPA Giardia inh = Giardia lamblia aldolase inhibition. A8B2U2. purified Giardia FBPA. Potency, µM (doses to about 59.6 µM), for inactives: at the highest dose activity, negative = inhibition, most hits filed as inhibitors. 290,000 compounds, 0.71% hits. AID 2451; further: potency means the concentration at half of the fitted maximal effect; on the % scale 0 is the no-effect control and ±100 the full control effect; nearly all actives have a fitted effect of over 55% in size
Target sequence (A8B2U2 whole entry, looked up): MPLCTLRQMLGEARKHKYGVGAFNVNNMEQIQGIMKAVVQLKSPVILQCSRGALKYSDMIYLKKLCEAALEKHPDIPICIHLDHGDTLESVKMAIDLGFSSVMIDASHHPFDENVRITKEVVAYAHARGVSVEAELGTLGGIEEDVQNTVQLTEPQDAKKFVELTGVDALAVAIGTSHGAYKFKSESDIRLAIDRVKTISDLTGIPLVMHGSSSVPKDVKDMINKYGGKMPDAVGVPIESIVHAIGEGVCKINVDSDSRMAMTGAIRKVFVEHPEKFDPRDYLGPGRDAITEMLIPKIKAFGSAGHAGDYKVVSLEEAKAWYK
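Giardia FBPA (40 nM reagent) was preincubated 10 min at RT with compound (up to 57.5 uM final), then substrate plus GAPDH/TPI/NAD/arsenate coupling system with diaphorase/resazurin was added; resorufin fluorescence (525/598 nm) was read after 20 min.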
Cycloheximide cs = counter-screen for Shiga toxin inhibitors: cycloheximide protein synthesis inhibition; 300,000 compounds, 12% hits; cell reporter, cycloheximide protein synthesis inhibition counterscreen; max response, %; AID 2314; in the data active means max response mostly above about 13%, no sharp cut-off; inactive means mostly below about 14%; further: read at 38.3 µM for the half of the compounds with a filed dose; 0% is about no effect
AmpC detergent = blocks E. coli AmpC beta-lactamase in detergent assay; P00811; 370,000 compounds, 0.041% hits; Potency, µM (series often up to 114 µM), for the others: at the top dose activity change, negative = inhibition, actives largely listed as inhibitors; AmpC hydrolysis of nitrocefin, absorbance 480 nm, 0.01% Triton;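 further: potency means the concentration at half of the fitted maximal effect; 0% = no-compound wells and -100% = no-enzyme wells; nearly all actives have a fitted effect of over 25% in size; some results filed as inactive show a strong effect at the top dose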
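AmpC (5.3 nM in the dispensed reagent) in 20 mM phosphate pH 7.0 with 0.01% (detergent screen) or 0.0001% Triton X-100 was preincubated with compounds for 15 min at room temperature. Nitrocefin was then added from an 800 uM solution, and hydrolysis was followed at 480 nm.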
HCMV antiviral = blocks human cytomegalovirus replication; HFF cells, HCMV-luciferase reporter, 72 h; hits give low values; activity change, negative = inhibition, % at 57.5 µM; 410,000 compounds, 4.5% hits; AID 1259415; in the data active means activity change below about -60%; inconclusive means no clear call, values can overlap the other calls; inactive means above about -39%; further: on the % scale 0 is the no-effect control and ±100 the full control effect
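Luciferase read-out from HCMV-luciferase-infected HFFs (MOI 1 PFU/cell) 72 h post infection at 37C; compounds added after 16 h cell attachment; activity normalized between buffer-only basal and Salinomycin (10uM) inhibitor controls.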
AMA1 RON2 block = inhibitors of Plasmodium falciparum AMA1-RON2 interaction; AlphaScreen AMA1-biotinylated RON2 peptide binding; Potency, µM (doses to about 58.2 µM), for inactives: top-dose activity change, negative = inhibition, most hits filed as inhibitors; 360,000 compounds, 0.2% hits;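 further: potency means the concentration at half of the fitted maximal effect; 0% = vehicle wells and -100% = peptide control; nearly all actives have a fitted effect of over 45% in size; some results filed as inactive show a strong effect at the top dose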
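AMA1 (3D7) with his tag at 25 nM final met compounds first, then biotinylated RON2 peptide at 25 nM; detection used donor plus acceptor beads, 10 µg/mL apiece, read by AlphaScreen after 30 min at room temperature.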
Starred values were filed as active, the others as inactive; u = inconclusive; x = not tested or not shown; [ ] = remark or other dose. Unless noted, the call rests on the fitted dose curve; in most records, active means well fitted curve in the direction sought with a large enough effect; inconclusive means small, poorly fitted or top-dose-only effect, or another doubt; inactive means no such curve, though single readings can be large; an effect the other way counts as inactive or inconclusive.

SMILES	Shiga toxin inh	AmpC inh no detg	FBPA Giardia inh	Cycloheximide cs	AmpC detergent	HCMV antiviral	AMA1 RON2 block
CS(=O)(=O)NCCOc1ccc(S(=O)(=O)NCCOc2ccccc2)cc1	-23	0%	3%	8	-1%	-11	12%
CCOc1ccc(NC(=S)Nc2ccccc2C2(C)CC2)cc1	-13	-32%	2%	-2	-4%	u	-1%
O=C(N/N=C/c1cn(-c2ccccc2)nc1-c1cccnc1)c1cccnc1	2	75%[activator]	3%	5	0%	-27	58%[activator]
COc1cc(NC(=O)CCc2nnc3ccc(N4CCC(C)CC4)nn23)cc(OC)c1	2	136%[activator]	12%	10	2%	-2	-7%
O=C(Nc1ccc(C(=O)N2CCOCC2)cc1)c1cccs1	51	4%	-4%	18	-12%	-2	-16%
CCCc1nnc(SCc2ccc(OC)cc2)n1N	-10	-11%	3%	-3	1%	38	0%
Cc1ccc(C)c(C(=O)OCC(=O)Nc2cccc(S(=O)(=O)NC3=NCCCCC3)c2)c1	-11	-6%	0%	0	u	-15	-9%
COc1ccc(NC(=S)NNC(=O)CCn2cc([N+](=O)[O-])cn2)cc1	34	-14%	0%	11	7%	-26	46%[activator]
O=C(/C=C/c1ccc2c(c1)OCO2)NCc1ccco1	33	-6%	-8%	25*	u	1	-26%
COCCNC(=O)C1CCN(Cc2cccc(OCc3ccccc3)c2)CC1	x	-1%	u	-3	u	86	4%
c1ccc2c(c1)oc1c(NCCCN3CCOCC3)ncnc12	34	-18%	-9%	14	u	5	3%
Cc1ccc(-n2ncc3c2CC(C)(C)CC3NC(=O)c2cc[n+]([O-])cc2)cc1 (stereo not drawn)	8	158%[activator]	1%	3	-4%	40	-1%
COC(=O)Cn1cnc(=O)c(C#N)c1/C=C/N(C)C	-13	-5%	-7%	-3	3%	-24	-5%
COC(=O)c1ccc(CNC(=O)COC(=O)/C=C/c2cc(OC)c(OC)c(OC)c2)cc1	x	-1%	x	x	x	31	-16%
C/C(NCCCn1ccnc1)=C(\C#N)C(N)=O	32	-17%	-7%	4	-17%	40	-23%
CC(=O)NC(c1ccco1)c1cc(Cl)c2cccnc2c1O (stereo not drawn)	x	-18%	x	x	u	-89*	x
Cc1ccc(N)c2c1OCCC2=O	12	-37%	-13%	-4	0%	-13	-15%
COc1cccc(CNC(=O)c2c(C)nn(-c3ccccc3)c2C)c1	-6	35%	5%	1	-7%	-30	-7%
CC(C)COCC1CC2(CC(C)C(=O)CC2=O)C(=O)O1 (stereo not drawn)	-10	-14%	5%	-2	u	17	-9%
Cc1cc(C)cc(CC2CC(=O)N(c3nc(C)cc(C)n3)C2=O)c1 (stereo not drawn)	51*	-26%	0%	27*	-1%	52	3%
CCN(CC)CC(O)COc1ccc2c(c1)c(C(C)=O)c(C)n2-c1ccccc1 (stereo not drawn)	33	21%	4%	-1	u	-14	4%
O=C(CNC(=O)c1ccco1)NCC(=O)OCc1c(F)cccc1Cl	0	-9%	-8%	-3	u	-12	-3%
Cc1ccc(NC(=O)CC(=O)Nc2ccc(C)c(C)c2)cc1C	-8	-35%	4%	-6	4%	22	2%
CC(C)(C)OC(=O)NCC(=O)Oc1cc2oc(=O)cc(-c3ccccc3)c2cc1Cl	-12	-13%	25%	-3	-10%	-76*	-1%
COc1ccc(NC2=C(C(C)=O)C(c3ccc4c(c3)OCO4)C(C(C)=O)C(C)(O)C2)cc1 (stereo not drawn)	-16	8%	-10%	-2	2%	-7	15%

(listing goes on)
SMILES	Shiga toxin inh	AmpC inh no detg	FBPA Giardia inh	Cycloheximide cs	AmpC detergent	HCMV antiviral	AMA1 RON2 block
Cn1c(O)c(C(=Nc2ccc(F)cc2)c2ccccc2Cl)c(=O)n(C)c1=O	-13	5%	0%	2	-13%	-14	u
COc1cc(NCCCCCCCN)c2ncccc2c1	-6	47%	u	1	u	x	-2%
O=C(O)CCC(=O)NNC(=O)COc1ccc(Cl)cc1Cl	-8	-13%	7%	-4	-6%	-79*	18%
CC(OC(=O)C1CSC2(C)CCC(=O)N12)C(=O)Nc1ccc(F)cc1 (stereo not drawn)	x	-3%	x	x	-4%	35	9%
N#Cc1ccc(C(=O)Nn2cnnc2)cc1	-8	-8%	-2%	-6	-6%	-12	-11%
O=C(CNC(=O)c1ccc(-c2ccccc2)cc1)OCc1c(Cl)cccc1Cl	-2	-38%	4%	-3	0%	-15	12%
O=C(C1CCN(S(=O)(=O)c2ccc(F)cc2)CC1)N1CCOCC1	0	5%	1%	9	-5%	-14	-7%
COc1cccc(-n2c(SCC(=O)Nc3nc4ccccc4s3)nc3ccccc3c2=O)c1	-4	-27%	-6%	-3	9%	0	-2%
OCC1(CCOc2ccccc2)CCN(Cc2cccn2-c2ncccn2)CC1	-3	49%	2%	-2	-2%	-28	-5%
CC(NC(=O)c1c(F)cccc1Cl)c1ccc(-n2ccnc2)cc1 (stereo not drawn)	-26	-1%	x	1	1%	-9	-16%
CC(=O)c1c(C)[nH]c(C(=O)NC2=NCCS2)c1C	30*	-25%	-4%	17*	u	203	19%
C/C(=N\NC(=O)c1ccc(NS(=O)(=O)c2cccs2)cc1)c1ccc(O)cc1O	13	u	u	10	-4%	-37	38%[activator]
COc1ccc(-c2c(C(F)(F)F)oc3c(CN4CCN(C)CC4)c(O)ccc3c2=O)cc1	2	31%	7%	-2	u	-6	-19%
CCOc1ccc(N(C(C)C(=O)NCc2ccco2)S(C)(=O)=O)cc1 (stereo not drawn)	-13	-10%	2%	-3	8%	-7	-2%
CC(C)Cc1nc2n[nH]c(N)c2c2c1CCC2	-22	-14%	-10%	-2	-4%	31	11%
Cc1ccc(/C=C(\C#N)C(=O)Nc2ccccn2)o1	58	19%	-1%	28*	1%	35	-2%
COc1cccc(/C=C/C(=O)Nc2ccc3[nH]c(=O)[nH]c3c2)c1	0	-43%	-17%	-3	-1%	-16	-7%
O=C(NCCN1CCOCC1)c1cc(Sc2ccc(F)cc2F)nc2ccccc12	-9	98%[activator]	-7%	1	u	-19	-18%
O=C(O)CN(c1ccc2c(c1)OCCO2)S(=O)(=O)c1ccccc1	-5	-17%	1%	-2	0%	-69*	-2%
COc1ccc(/C=C/CN2CCC(n3nccc3NC(=O)C3CC3)CC2)cc1	-2	-5%	0%	8	-4%	29	-15%
CN(CCCNS(=O)(=O)c1cccc2cccnc12)Cc1ccccc1	-12	7%	0%	0	u	40	-6%
Cn1c(SCC(=O)N2CCN(c3ccccc3)CC2)nnc1-c1ccco1	5	-22%	1%	-1	-2%	u	-1%
N#Cc1ccccc1Cn1c(=O)n(C2CCCC2)c(=O)c2ccccc21	4	-11%	-2%	3	-3%	u	-17%
COC(=O)C1=C(c2ccc(OCc3ccccc3)cc2)C[C@@H]2CC[C@H]1N2C(=O)NCc1ccccc1	x	0%	x	x	7%	-17	11%
S=C1NC(c2ccccc2)=NCN1c1ccccc1	129	-11%	2%	30*	-10%	0	-2%

As a working copy, 11 of the compounds above.
SMILES	Shiga toxin inh	AmpC inh no detg	FBPA Giardia inh	Cycloheximide cs	AmpC detergent	HCMV antiviral	AMA1 RON2 block
CC(C)Cc1nc2n[nH]c(N)c2c2c1CCC2	-22	-14%	-10%	-2	-4%	31	11%
Cc1ccc(/C=C(\C#N)C(=O)Nc2ccccn2)o1	58	19%	-1%	28*	1%	35	-2%
COc1cccc(/C=C/C(=O)Nc2ccc3[nH]c(=O)[nH]c3c2)c1	0	-43%	-17%	-3	-1%	-16	-7%
O=C(NCCN1CCOCC1)c1cc(Sc2ccc(F)cc2F)nc2ccccc12	-9	98%[activator]	-7%	1	u	-19	-18%
O=C(O)CN(c1ccc2c(c1)OCCO2)S(=O)(=O)c1ccccc1	-5	-17%	1%	-2	0%	-69*	-2%
COc1ccc(/C=C/CN2CCC(n3nccc3NC(=O)C3CC3)CC2)cc1	-2	-5%	0%	8	-4%	29	-15%
CN(CCCNS(=O)(=O)c1cccc2cccnc12)Cc1ccccc1	-12	7%	0%	0	u	40	-6%
Cn1c(SCC(=O)N2CCN(c3ccccc3)CC2)nnc1-c1ccco1	5	-22%	1%	-1	-2%	u	-1%
N#Cc1ccccc1Cn1c(=O)n(C2CCCC2)c(=O)c2ccccc21	4	-11%	-2%	3	-3%	u	-17%
COC(=O)C1=C(c2ccc(OCc3ccccc3)cc2)C[C@@H]2CC[C@H]1N2C(=O)NCc1ccccc1	x	0%	x	x	7%	-17	11%
S=C1NC(c2ccccc2)=NCN1c1ccccc1	129	-11%	2%	30*	-10%	0	-2%

(further entries)
SMILES	Shiga toxin inh	AmpC inh no detg	FBPA Giardia inh	Cycloheximide cs	AmpC detergent	HCMV antiviral	AMA1 RON2 block
O=C(CCCN=C1NS(=O)(=O)c2ccccc21)OCC(=O)c1ccccc1	x	-20%	x	x	-13%	-37	-11%
COc1ccc(S(=O)(=O)N2CC(=O)Nc3ccccc32)cc1C	-3	-5%	10%	-1	1%	-21	-1%
N#CC1=C2SCN(Cc3ccccc3)CN2C(=O)CC1c1ccc2c(c1)OCO2 (stereo not drawn)	-5	-53%	0.89µM*	-1	1%	16	1%
CCOC(=O)c1[nH]c(C)c(C(=O)OCC(=O)NCc2ccc(OC)c(OC)c2)c1C	x	69%[activator]	x	x	3%	-4	15%
N#Cc1c(NC(=O)c2ccncc2)sc2c1CCC2	47*	-16%	u	17*	0%	39	-15%
COc1ccc(OC)c(S(=O)(=O)NC2CCCCC2)c1	36	-7%	6%	2	4%	83	-3%
Cc1cc(C)c(S(=O)(=O)/N=C2/C=C(SCC(=O)O)C(=O)c3ccccc32)cc1C	8	16µM*	16µM*	4	1%	x	-15%
Cc1cc(C)c(S(=O)(=O)Nc2ccccc2C(=O)N2CCOCC2)c(C)c1	-11	22%	x	0	2%	-17	-3%
Cc1cc(C)nc(NC(=NCCc2c[nH]c3ccccc23)NC(=O)C(C)(C)C)n1	-9	-8%	-5%	-1	4%	-19	5%
CN(C(=O)/C=C/c1ccc2c(c1)OCO2)c1ccccc1	92*	-11%	3%	42*	5%	0	2%
Cc1ccc(C)c(S(=O)(=O)N2CCN(C(=O)Cn3[nH]c(=O)c4ccccc4c3=O)CC2)c1	x	16%	x	x	u	-17	-19%

Assay outcomes: PubChem, National Center for Advancing Translational Sciences (NCATS)
